# Screening data: PubChem, National Center for Advancing Translational Sciences (NCATS)
# TrxR1 substrate = qHTS Assay for Substrates of Mammalian Selenoprotein Thioredoxin Reductase 1 (TrxR1): qHTS | Thioredoxin reductase 1, cytoplasmic (Rattus norvegicus), O89049 | purified TrxR1 substrate turnover, NADPH consumption readout | Potency, µM (doses to about 114 µM), for inactives: at the top dose activity change, negative = substrate turnover | 390,000 compounds, 0.01% hits | AID 588456, 2011; note: potency is the fitted concentration of half-maximal effect; % is set by controls: 0 for no effect and ±100 for the full control effect; nearly all actives have a fitted effect of over 50% in size
#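 Rat TrxR1, dispensed at 90 nM, was prereduced with 400 uM NADPH (final) for 5 min at ~22 deg C, then incubated with compound 15 min before 400 uM selenite. A first-read NADPH fluorescence drop versus no-compound background flagged substrates.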
# Vif-A3G inh = qHTS for Inhibitors of Vif-A3G Interactions: qHTS. DNA dC->dU-editing enzyme APOBEC-3G (Homo sapiens), Q9HC16. HeLa A3G-eYFP + Vif (tagged APOBEC3G with the HIV-1 protein that degrades it), YFP fluorescence, overnight. Potency, µM (top dose mostly 46.1 µM), without a hit: top-dose activity, negative = active, actives largely listed as inhibitors. 410,000 compounds, 0.076% hits. AID 602310, 2012;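 note: potency is the fitted concentration of half-maximal effect; % is set by controls: 0 for no effect and ±100 for the full control effect; nearly all actives have a fitted effect of over 60% in size; hits raise eYFP signal because A3G escapes Vif-driven loss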
#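 Read-out is eYFP fluorescence (Ex 488/Em 500-530) from Vif-expressing HeLa A3G-eYFP cells; more signal means A3G escaped Vif-mediated degradation. Cells plated overnight, compound pinned in, incubated overnight at 37 deg C.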
# RXFP1 agonist = qHTS Assay for Agonists of the Relaxin Receptor RXFP1. Potency, µM (highest dose often 57.5 µM), for the others: top-dose activation, actives largely listed as activators. Relaxin receptor 1 (Homo sapiens), Q9HBX9. 370,000 compounds, 0.3% hits. HEK293T-RXFP1 cAMP TR-FRET, 30 min; response scale: percent of porcine relaxin response, buffer zero; note: potency is the fitted concentration of half-maximal effect; % is set by controls: 0 for no effect and ±100 for the full control effect; nearly all actives have a fitted effect of over 60% in size; many of its hits are not listed in these tables
#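 cAMP rise read by TR-FRET after 30 min, 37C compound exposure (up to 58 uM) in RXFP1-transfected HEK293 cells with Ro 20174 present. EC50 from Hill-equation fits, with 29 nM porcine relaxin as 100% and buffer as basal.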
# USP1 inh = Inhibitors of USP1/UAF1: Primary Screen | Ubiquitin carboxyl-terminal hydrolase 1 (Homo sapiens), O94782 | recombinant USP1/UAF1, Ub-Rhodamine cleavage fluorescence | Potency, µM (titrated, usually from 57.1 µM), without a hit: at the highest dose activity change, negative = inhibition, hits mostly inhibitors | 390,000 compounds, 0.23% hits | AID 743255, 2014; note: potency is the fitted concentration of half-maximal effect; % is set by controls: 0 for no effect and ±100 for the full control effect; nearly all actives have a fitted effect of over 60% in size; inactives centre near -12
#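 Step one: compound is pinned into 1nM USP1/UAF1 in HEPES pH 7.8 buffer with TCEP. Step two: 15 min room-temperature incubation. Step three: Ub-Rho (150nM final) starts cleavage, tracked by fluorescence over six one-minute reads.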
# IDH1 R132H inh = qHTS for Inhibitors of mutant isocitrate dehydrogenase 1 (IDH1): qHTS; Isocitrate dehydrogenase [NADP] cytoplasmic (Homo sapiens), O75874; IDH1-R132H enzyme, NADPH consumption, diaphorase/resazurin fluorescence; Potency, µM (highest dose often 76.6 µM), without a hit: at the top dose activity change, negative = inhibition, actives largely listed as inhibitors; 390,000 compounds, 0.093% hits; note: potency is the fitted concentration of half-maximal effect; % is set by controls: 0 for no effect and ±100 for the full control effect; nearly all actives have a fitted effect of over 65% in size
# Target sequence (O75874 whole entry R132H, stated change not applied): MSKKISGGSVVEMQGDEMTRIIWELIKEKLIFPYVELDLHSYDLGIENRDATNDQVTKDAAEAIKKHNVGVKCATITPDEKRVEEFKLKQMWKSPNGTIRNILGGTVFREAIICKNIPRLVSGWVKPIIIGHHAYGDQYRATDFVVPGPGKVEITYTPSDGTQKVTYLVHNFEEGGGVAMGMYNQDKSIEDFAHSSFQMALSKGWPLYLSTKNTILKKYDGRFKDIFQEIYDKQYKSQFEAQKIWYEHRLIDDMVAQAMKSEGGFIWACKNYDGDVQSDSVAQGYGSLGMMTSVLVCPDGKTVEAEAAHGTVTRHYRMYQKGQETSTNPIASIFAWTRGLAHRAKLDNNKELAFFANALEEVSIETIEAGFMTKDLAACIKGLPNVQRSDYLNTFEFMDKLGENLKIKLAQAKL
#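 IDH1-R132H (0.5 ug/mL) preincubated 30 min with compound, then NADPH (0.016 mM) and alpha-KG (2 mM) added; 80 min at RT, pH 7.5. Remaining NADPH coupled via diaphorase/resazurin to fluorescence (540/590 nm); concentration-response curves normalized to no-enzyme control.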
# PI4K2A inh = qHTS for small molecular inhibitors of PI4K2A. Phosphatidylinositol 4-kinase type 2-alpha (Homo sapiens), Q9BTU6. purified PI4K2A, ADP-Glo luminescence, 1 h; stronger effect = lower value. activity change, negative = inhibition, % at 76.9 µM. 420,000 compounds, 0.13% hits. AID 1346378, 2018; in the data active = activity change below about -50%; inconclusive = mostly about -30% to -49%;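 note: -100% = wells without enzyme as full effect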
# Target sequence (Q9BTU6 whole entry, looked up): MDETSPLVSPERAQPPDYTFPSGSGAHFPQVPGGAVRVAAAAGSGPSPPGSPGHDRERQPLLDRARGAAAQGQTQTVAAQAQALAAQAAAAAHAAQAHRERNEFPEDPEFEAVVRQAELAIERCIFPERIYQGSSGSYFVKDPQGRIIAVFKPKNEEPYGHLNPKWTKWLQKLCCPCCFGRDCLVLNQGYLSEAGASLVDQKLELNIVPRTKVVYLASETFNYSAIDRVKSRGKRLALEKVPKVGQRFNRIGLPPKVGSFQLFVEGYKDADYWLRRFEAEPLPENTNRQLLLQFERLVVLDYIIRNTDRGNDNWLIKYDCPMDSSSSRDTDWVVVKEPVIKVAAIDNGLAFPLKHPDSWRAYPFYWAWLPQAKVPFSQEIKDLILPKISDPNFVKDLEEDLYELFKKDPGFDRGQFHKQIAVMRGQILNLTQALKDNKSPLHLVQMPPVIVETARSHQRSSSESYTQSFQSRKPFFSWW
#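 In this quantitative HTS, ADP production by PI4K2A was quantified luminescently after 1 h at ambient temperature; 100 microM adenosine served as plate-quality control.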
# LDHA block = qHTS assay for inhibitors of human lactate dehydrogenase. activity change, % (values are at about 110 or 230 µM). L-lactate dehydrogenase A chain (Homo sapiens), P00338. 480,000 compounds, 0.15% hits. purified LDHA, NADH/diaphorase-resazurin fluorescence; stronger effect = lower value. AID 1347041, 2019; in the data active = activity change below about -30%; inconclusive = mostly about -25% to -30%;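 note: plate controls were DMSO wells for no effect and wells without enzyme for full effect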
#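 Human LDH5 at 2 nM final in Tris HCl pH 7.4 with 0.06 mM NADH and 0.2 mM pyruvate, reacted 5 minutes at room temperature. Remaining NADH coupled via diaphorase/resazurin; resorufin fluorescence read at 0 and 20 minutes, normalized to enzyme-free and DMSO wells.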
# Glioma ERSR ind = qHTS for Inducers of the Endoplasmic Reticulum Stress Response (ERSR) in Human Glioma: qHTS | U87-MG GRP78 promoter luciferase reporter, 16 h | AID 602332, 2012 | Potency, µM, without a hit: at the top dose activation, hits mostly activators | 420,000 compounds, 0.02% hits; note: potency is the fitted concentration of half-maximal effect; series mostly up to about 76 µM; % of control where 0% means no effect; nearly all actives have a fitted effect of over 35% in size
#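 Stably transfected U87-MG human glioma cells carrying a GRP78-based luminescent sensor were seeded at 1000 cells/well, pin-dosed with compounds and incubated 16 h. Luciferase reagent was then added, and end-point luminescence was read after 10 min at room temperature.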
# Vif-A3F inh = qHTS for Inhibitors of Vif-A3F Interactions: qHTS; Potency, µM (doses to about 46.1 µM), inactives show at the highest dose activity, negative = active; 390,000 compounds, 0.2% hits; HeLa A3F-eYFP + Vif (tagged APOBEC3F with the HIV-1 protein that degrades it), YFP fluorescence increase; note: potency is the fitted concentration of half-maximal effect; % of control where 0% means no effect; nearly all actives have a fitted effect of over 65% in size
#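 HeLa cells stably expressing A3F-eYFP plus Vif, plated and incubated overnight at 37 deg C, then exposed to compounds overnight at 37 deg C. Blocked degradation read as raised yellow fluorescence (Ex 488/Em 500-530).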
# The depositor's hits bear a star; ? = inconclusive; . = not tested or not shown; & = joins results of further samples; [ ] = another dose, or the depositor's remark. Unless noted, calls come from the whole dose curve; as a rule, active = well fitted curve in the direction sought with a large enough effect; inconclusive = small, poorly fitted or top-dose-only effect, or another doubt; inactive = no such curve, though single readings can be large; an effect the other way counts as inactive or inconclusive.
Compound,TrxR1 substrate,Vif-A3G inh,RXFP1 agonist,USP1 inh,IDH1 R132H inh,PI4K2A inh,LDHA block,Glioma ERSR ind,Vif-A3F inh
COc1ccccc1N1C(=O)CC(Sc2nc(C)cc(C)n2)C1=O (configuration not stated),7%,3%,1.7%,-8%,2%,-2,-3,-3%,-6%
Cc1cc(-c2csc(NCc3ccccc3)n2)c(C)n1C,9%[57.1 µM],-3%,-1.4%,-24%,-8%,?,1,-4%,-32%
CC(C)C[C@H](NC(=O)OC(C)(C)C)C(=O)N/N=C/C1=Cc2ccccc2OC1C (some centres not stated),47%[activator][57.1 µM],4%,1.8%,-15%,1%,0,6,-2%,0%
COc1cc(-c2cc(N)n(S(=O)(=O)c3ccc(F)cc3)n2)cc(OC)c1OC,-4%,-4%,-0.1%,1%,12%,3,-1,-2%,0%
COc1ccc2cc(C(C)=O)c(=O)oc2c1,7%,-1%,2.6%,-20%,9%,0,-6,-2%,6%
O=C(CN1C(=O)NC2(CCCCC2)C1=O)Nc1ccc(Cl)cc1,3%,-6%,.,-17%,6%,-2,2,-2%,?
Cn1c(SCc2ccc(F)cc2)nnc1-c1cnccn1,3%,0%,3.0%,-9%,-5%,-1,-5,2%,4%
O=C(O/N=C1/CCCc2occc21)c1ccc(Cl)cc1Cl,-6%,1%,5.9%,-18%,-3%,-8,-4,2%,-10%
O=C(OCc1cc(=O)n2nc(C3CC3)sc2n1)c1ccc(NC(=O)c2ccccc2Cl)cc1,2%[57.1 µM],-9%,2.4%,-4%,3%,1,5,0%,2%
CC(=O)Nc1nc2nc(-c3ccccc3)cc(-c3ccccc3)n2n1,68%[activator],-1%,24%,-17%,0%,8,-1,-9%,-10%
CCN(CC)S(=O)(=O)c1ccc(Cl)c(OC)c1,-5%,-2%,1.7%,1%,-8%,-1,1,1%,-28%
COC(=O)c1cccc(NC(=O)CSc2nnnn2C)c1,8%[57.1 µM],2%,2.9%,1%,1%,0,-1,0%,5%
Cn1c(=O)c2c(ncn2CC(=O)OCCCC(=O)c2ccc(Br)cc2)n(C)c1=O,2%,0%,.,0%,-10%,-2,-8,-2%,-3%
CCCc1ncc(C(O)c2cccc(OC)c2)n1C (configuration not stated),-2%,0%,-2.4%,-4%,0%,2,-6&-9,-1%,-4%
O=C(CCNC(=O)c1ccc([N+](=O)[O-])cc1)Nc1ccc(F)cc1,-5%,-2%,-3.1%,-13%,3%,-3,-1,0%,?
Cc1cc(Cl)ccc1NC(=S)NCC(C)C,-5%,3%,2.7%,-3%,6%,3,-3,-1%,-6%
CCc1ccccc1NC(=O)c1cc(-c2ccco2)on1,0%,-4%,0.2%,-16%,6%,-1,-5,9%,10%
Cc1cnc2cc(Cl)ccc2c1SCC(=O)O,-1%[57.1 µM],0%,21%,-13%,4%,-5,-16,-2%,0%
Cn1c(SCC(=O)NC(=O)c2cccc([N+](=O)[O-])c2)nnc1-c1ccc(F)cc1,-9%,-1%,-0.4%,-12%,1%,-1,-6,-1%,-6%
CCN1C(=O)/C(=C\c2ccc3c(c2)OCO3)C(C(=O)OC)=C1C,-5%,-9%,1.4%,-10%,-5%,8,-8,-6%,-1%
CCOc1c2ccc(C(=O)NC3CCCc4ccccc43)cc2nn1CC (configuration not stated),39%[activator][57.1 µM],1%,2.0%,-17%,-11%,3,-5,-2%,-2%
O=C(O)C1CCN(S(=O)(=O)c2cccc3nsnc23)CC1,-9%,4%,6.8%,-24%,2%,-2,-3,-3%,6%
O=C(NN=C1C2CC3CC1CC(Cl)(C3)C2)c1ccccn1,2%,0%,-1.5%,-24%,0%,-11,1,1%,-4%
COC(=O)c1cc(C)nc(Nc2nc(C(N)Cc3ccc(Cl)cc3)cs2)n1 (configuration not stated),.,-7%,.,.,.,-1,-13,-4%,.
N#Cc1ncccc1CCc1cccc(Cl)c1,7%,-3%,.,-28%,5%,2,-3,-2%,?
Cc1ccccc1C(=O)N1N=C(c2ccc(NS(C)(=O)=O)cc2)CC1c1cccs1 (configuration not stated),-6%,-17%,-3.8%,-24%,3%,2,0,-2%,-5%
C#CCn1c(=NC(=O)c2cccs2)sc2cccc(OCC)c21,6%[57.1 µM],-3%,3.0%,-26%,2%,0,-8,-2%,-3%
CSc1nc(C)c2c(n1)N(c1cccc(C)c1)CC2,1%,-3%,-6.4%,-20%,-6%,-5,-2,1%,7%
O=C(CN1C(=O)C2C3C=CC(C3)C2C1=O)NCCC1=CCCCC1 (configuration not stated),4%[57.1 µM],1%,-0.6%,-9%,-1%,-7,-1,2%,-9%
COc1ccc(OC)c(C2=Nn3c(nnc3-c3ccncc3)SC2)c1,1%,0%,.,-11%,0%,-11,-9,1%,-12%
CC(CNC(=O)CN1C(=O)COc2ccc(S(=O)(=O)N3CCCCCC3)cc21)c1ccccc1 (configuration not stated),-4%,2%,0.2%,-11%,-10%,-1,-3,0%,8%
CC1=C(C(=O)OCc2ccc3c(c2)OCO3)C(c2cccc([N+](=O)[O-])c2)NC(=O)N1 (configuration not stated),-1%,1%,-0.1%,-23%,10%,-1,1,-4%,5%
O=C(c1ccc(Cl)cc1)c1c[nH]c(C(=O)C(Cl)(Cl)Cl)c1,-9%,-13%,1.2%,-23%,?,3,-1,-7%,-17%
Cc1c(C)c2ccc(OCC(=O)N3CC[C@@]4(O)CCCC[C@H]4C3)cc2oc1=O,186%[activator],-4%,5.7%,-17%,-11%,-4,-2,0%,-2%
Cc1nn(-c2ccc(F)cc2)c(Cl)c1/C=C/C(=O)OCC(=O)Nc1c(F)c(F)c(F)c(F)c1F,3%[57.1 µM],-1%,6.1%,4%,-8%,-1,-11,-6%,?
Cc1nn2c(N3CCOCC3)c3c(nc2c1-c1ccccc1)CCCC3,-4%,0%,-0.6%,-11%,5%,3,2,-3%,-9%
CC(Sc1ccccc1)C(=O)NCCc1ccccc1 (configuration not stated),-1%,1%,3.4%,-15%,-4%,-1,-1,1%,9%
CCOC(=O)c1[nH]c(C)c(/C(O)=C2\C(=O)C(=O)N(CCCN(C)C)C2c2cccnc2)c1C (configuration not stated),-14%,0%,1.1%,-2%,-1%,-14,2,-1%,-3%
CC1CCN(C(=O)/C(=C/c2ccccc2Cl)c2ccccc2)CC1,2%[57.1 µM],3%,-1.0%,-32%,8%,-5,-1,5%,-6%
CCOC(=O)C1=CCC(c2ccco2)N(S(=O)(=O)c2ccc(C)cc2)C1 (configuration not stated),.,-21%,.,.,.,-1,-4,-3%,.
Cc1cc(=O)n(Cc2c(F)cccc2Cl)c2c1c(C)nn2C,7%[57.1 µM],-3%,-1.7%,-25%,10%,-1,-5,-3%,-6%
O=c1cc(CSc2ccccc2)nc(-c2ccncc2)[nH]1,1%[57.1 µM],2%,0.4%,-12%,0%,4,-6,-3%,-24%
NNC(=O)Cn1c(-c2nonc2N)nc2ccccc21,2%,0%,0.6%,-6%,3%,0,-3,0%,2%
CCOC(=O)[C@H]1[C@H]2COc3ccc(Br)cc3[C@@H]2N2C(=O)c3cc(OC)c(OC)cc3NC(=O)[C@@]12C,8%[57.1 µM],-20%,0.4%,2%,-14%,-1,-7,0%,3%
CC(C)(C)C(=O)N(Cc1nc2ccccc2c(=O)[nH]1)Cc1cccs1,6%,0%,0.8%,-16%,-7%,2,-9,-3%,2%
Cc1cc(=O)oc2cc(OC(C)C(=O)Nc3ccc(N4CCCCC4)cc3)ccc12 (configuration not stated),6%,-1%,6.2%,-10%,0%,-4,-3,-2%,-9%
O=c1[nH]n(CC2COC3(CCCCC3)O2)c(=O)c2ccccc12 (configuration not stated),0%,-1%,7.1%,-5%,3%,1,1,7%,-5%
CCn1cc(C(=O)NCCN(CC(C)C)CC(C)C)c(=O)c2cc(S(=O)(=O)N3CCOCC3)ccc21,-6%,1%,-0.7%,-4%,-14%,8,-2,-4%,-12%

# This is a subset, so the mix of outcomes need not match the whole.
